Compound activity: PubChem BioAssay, Sanford-Burnham Center for Chemical Genomics
XBP1 UPR activ: adaptive UPR (XBP1) activation | CHO-XBP1 luciferase reporter, IRE1-XBP1 UPR activation, luminescence; percent of tunicamycin response, DMSO as zero | activation, % at 20 µM | 330,000 tested, 0.33% active;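 active means versus positive control, 20 µM dose yields 30% or more activation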;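 further: 100% = tunicamycin at 10 µg/mL and 0% = DMSO only wells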
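Test system: CHO-XBP1 luciferase reporter cells | Buffer or medium: Serum-containing F12 medium, 10% FBS | Schedule: 6 h compound exposure at 37 °C, 5% CO2 | Detection: Steady-Glo luciferase glow luminescence, 10 min after reagent addition | Read-out basis: Activation, % of tunicamycin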
CHOP UPR activ: activators of apoptotic arm of unfolded protein response (CHOP) | CHO-CHOP luciferase reporter, UPR activation, luminescence; percent of tunicamycin response over DMSO baseline | activation, % at 10 µM | 330,000 tested, 0.34% active;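 active means at 10 µM dose, activation of 40% or more, normalized to positive control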;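 further: 100% = tunicamycin at 10 µg/mL and 0% = DMSO alone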
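measured by = luciferase luminescence | assay system = CHO-CHOP cells, stable luciferase reporter of PERK-eIF2a-CHOP signalling | amount = 500 reporter cells seeded per well | timing = 6 h compound exposure at 37 °C after overnight seeding | controls = positive tunicamycin 10 µg/mL, negative DMSO alone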
CCR6 antag: blocks CCL20-driven beta-arrestin recruitment at human CCR6 | P51684 | CHO-K1 CCR6 PathHunter beta-arrestin, luminescence, CCL20-stimulated | inhibition, % at 20 µM | 340,000 tested, 0.49% active;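 active means compounds whose inhibition of the agonist-driven luminescence signal at 20 µM reaches about 50%, limit read from the data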;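 further: cells stimulated with CCL20 at 14 nM final; plate controls were DMSO with CCL20 for no effect and DMSO without agonist for full effect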
tim23-1 inh: tim23-1 yeast growth inhibition; inhibition, % at 20 µM; S. cerevisiae tim23-1 growth, BacTiter-Glo luminescence, 24 h; AID 463212; 330,000 tested, 1.3% active;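 active means growth inhibition of the mutant yeast at or above 50%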;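 further: temperature-sensitive mutant grown at 25 °C; plate controls were DMSO-treated mutant yeast for no effect and medium wells lacking yeast for full effect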
Mdm2-MdmX inh: disrupts the human Mdm2-MdmX interaction. O15151+Q00987. AID 485346. inhibition, % at 8 µM. SaOS-2 split-luciferase Mdm2/MdmX complementation, luminescence. 330,000 tested, 3% active;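 active means inhibition of at least 50% at 8 µM in the primary screen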
Target sequence (O15151 whole entry, looked up): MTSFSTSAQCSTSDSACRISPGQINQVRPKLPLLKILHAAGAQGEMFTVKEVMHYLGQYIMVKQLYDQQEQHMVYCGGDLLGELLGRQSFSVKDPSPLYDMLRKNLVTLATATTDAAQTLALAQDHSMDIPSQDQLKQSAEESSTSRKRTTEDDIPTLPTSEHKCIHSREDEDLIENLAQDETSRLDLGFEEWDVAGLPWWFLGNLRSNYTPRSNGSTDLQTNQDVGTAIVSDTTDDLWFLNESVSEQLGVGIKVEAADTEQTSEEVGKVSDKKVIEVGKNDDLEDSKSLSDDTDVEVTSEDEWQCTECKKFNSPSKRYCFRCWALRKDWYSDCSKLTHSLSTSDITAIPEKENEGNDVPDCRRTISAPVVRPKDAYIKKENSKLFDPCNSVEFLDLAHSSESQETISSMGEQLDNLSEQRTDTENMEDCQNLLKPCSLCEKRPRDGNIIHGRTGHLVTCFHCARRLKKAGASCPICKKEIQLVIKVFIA
Target sequence (Q00987 whole entry, looked up): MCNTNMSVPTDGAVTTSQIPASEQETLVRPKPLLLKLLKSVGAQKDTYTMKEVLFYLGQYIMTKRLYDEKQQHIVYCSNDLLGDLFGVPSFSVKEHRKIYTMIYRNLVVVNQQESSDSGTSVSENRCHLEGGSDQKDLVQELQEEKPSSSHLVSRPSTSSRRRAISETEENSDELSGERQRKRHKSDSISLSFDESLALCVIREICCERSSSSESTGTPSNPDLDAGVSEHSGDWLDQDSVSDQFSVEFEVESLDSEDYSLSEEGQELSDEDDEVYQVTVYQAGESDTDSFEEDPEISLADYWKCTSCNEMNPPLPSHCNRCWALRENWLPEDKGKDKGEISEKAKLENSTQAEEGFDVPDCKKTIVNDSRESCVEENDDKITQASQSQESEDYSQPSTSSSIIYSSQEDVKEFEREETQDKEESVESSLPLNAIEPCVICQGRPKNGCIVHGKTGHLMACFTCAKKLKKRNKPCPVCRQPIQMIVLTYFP
APJ antagonist: antagonists of human APJ apelin receptor; P35414; CHO-K1 APJ beta-arrestin complementation, luminescence; inhibition, % at 20 µM; 330,000 tested, 0.32% active; AID 2521;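 active means inhibition above about 40% at 20 µM, limit read from the data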;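 further: cells challenged with 10 nM apelin-13 agonist together with compound; plate controls were apelin-13 plus DMSO wells for no effect and DMSO wells lacking apelin-13 for full effect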
EBI2 antag: blocks human EBI2 receptor beta-arrestin signaling | P32249 | EBI2 beta-arrestin recruitment, luminescence, 7a,25-OHC stimulated | inhibition, % at 5 µM | 360,000 tested, 0.81% active | AID 651636; in the data active means inhibition above about 38%;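 further: enzyme fragment complementation signal reports receptor beta-arrestin coupling in cells; 0% = agonist plus DMSO wells and 100% = wells without agonist; some results beyond the cut were filed as inactive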
CXCR6 block: inhibitors of human CXCR6 receptor | CHO-K1 PathHunter CXCR6 beta-arrestin, luminescence | 360,000 tested, 0.36% active | inhibition, % at 20 µM | AID 602244; in the data active means inhibition above about 34%, passing the limit was not always enough;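 further: antagonist mode with CXCL16 agonist at 10 nM final; 0% = 10 nM CXCL16 with DMSO and 100% = unstimulated wells without agonist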
APJ ag: APJ receptor agonism; P35414; CHO-K1 APJ PathHunter beta-arrestin, luminescence; 0% DMSO wells, 100% apelin; activation, % at 20 µM; 330,000 tested, 0.11% active;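 active means activation more than six SD over the plate average, tested at 20 µM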;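 further: 0% = DMSO alone and 100% = apelin-13 at 10 nM; some results filed as inactive read as strong as hits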
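Test system – PathHunter CHO-K1 APJ (AGTRL-1) beta-arrestin reporter cells · Input – 1000 cells/well · Compound – single test compound dose, 20 µM final, 1% DMSO · Times – compound stimulation 90 min at 25 °C, detection 60 min · Technique – beta-gal luminescence · Read-out basis – APJ–arrestin association signal · Control set – negative DMSO alone, positive Apelin-13 at 10 nM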
* marks the source's active call; other numbers are inactive results; x = no result given. Not all compounds are listed; the hit share may differ from the screen's.

The opening 2 compounds, to show the layout:
#	SMILES	tim23-1 inh	XBP1 UPR activ	CCR6 antag	EBI2 antag	Mdm2-MdmX inh	CHOP UPR activ	APJ antagonist	CXCR6 block	APJ ag
1	COCc1cc(C)nc(SCC(=O)Nc2cccc(C)c2C)c1C#N	2	-4	14	-4	14	1.8	-7	1	2
2	Cn1ccnc1SCC(=O)Nc1ccc2c(c1)OCO2	-24	-1	-3	-1	20	3.5	2	5	-3

The list itself (from the top)
#	SMILES	tim23-1 inh	XBP1 UPR activ	CCR6 antag	EBI2 antag	Mdm2-MdmX inh	CHOP UPR activ	APJ antagonist	CXCR6 block	APJ ag
1	COCc1cc(C)nc(SCC(=O)Nc2cccc(C)c2C)c1C#N	2	-4	14	-4	14	1.8	-7	1	2
2	Cn1ccnc1SCC(=O)Nc1ccc2c(c1)OCO2	-24	-1	-3	-1	20	3.5	2	5	-3
3	CN(C)c1ccc(N=Nc2nc3ccccc3n2C)cc1	87*	-8	75*	28	60*	-11	48*	54*	-10
4	CC(C)CCCN1CCN=C1Nc1ccccc1	-2	1	9	-10	1	0.3	-1	5	0
5	O=C(N/N=C/c1ccccn1)c1ccccc1	0	-4	2	-9	3	-0.3	9	-10	0
6	O=C(OCc1ccccc1)c1cccnc1Cl	5	2	-1	4	17	0.7	-6	3	0
7	O=C(N/N=C\c1cn(-c2ccccc2)nc1-c1ccccc1)c1ccc(Br)o1	24	3	3	7	42	6.6	-4	8	0
8	C=C(C)Cn1c(SCC(=O)N/N=C/c2c(O)ccc3ccccc23)nc2ccccc2c1=O	6	-2	4	19	83*	2.8	-8	0	-1
9	Cc1ccc2c(c1)c1c(n2CC(O)CN2C(=O)CNC2=O)C(=O)CCC1 (configuration not stated)	8	-4	15	-6	-23	-2.9	-9	3	0
10	CCOC(=O)CCc1c(C)nc(SCC(=O)O)c(C#N)c1C	1	-1	-3	-10	17	-1.0	-18	-6	-6
11	C=CCn1c(SCC(N)=O)nnc1-c1ccccc1O	1	-1	-7	-13	10	0.2	10	1	0
12	CC(=O)Nc1ccc(NC(=O)Nc2ccc(C)cc2C)cc1	7	-3	-4	-8	15	-1.2	-2	5	-3
13	O=S(=O)(Nc1cccc(S(=O)(=O)N2CCCC2)c1)c1ccc(Cl)s1	5	-3	-2	3	4	2.0	1	-1	-5
14	Cc1ccc2nc(NC(=S)NC(=O)c3ccc(OC(C)C)cc3)sc2c1	-10	-1	22	8	-16	0.7	21	7	-4
15	CCC(Sc1nc2ncccc2[nH]1)C(=O)NCCc1ccccc1 (configuration not stated)	7	1	-5	-4	28	-2.5	12	-2	-3
16	Cc1ccc(C(=O)N2CCCC(Nc3ccc(F)c(F)c3)C2)cn1 (configuration not stated)	13	1	-5	11	-26	0.6	18	5	-6
17	O=c1c2ccccc2nc2n1C1(CCCCC1)Cc1ccccc1-2	18	8	32	6	-13	-4.0	15	2	-3
18	CN1C(=O)Cc2cc(S(=O)(=O)N3CCN(c4cccc(Cl)c4)CC3)ccc21	-11	0	5	0	5	0.3	19	-1	0
19	O=S(=O)(NCC1(N2CCOCC2)CCCCC1)c1ccccc1Cl	4	0	10	12	18	-0.6	7	-2	-1
20	O=C(CCc1ccccc1)Nc1ccc(N2CCCCC2)cc1	-2	2	-9	-16	-8	6.6	1	-1	-3
21	COC(=O)[C@H]1C[C@@H]1[C@H](NC(=O)[C@H]1C[C@@H]1[C@H](NC(=O)OCc1ccccc1)c1ccccc1)c1ccccc1	3	-2	13	14	-13	-0.4	14	6	5
22	CC(=O)N1CCc2cc(C(=O)CN3CCN(C(=O)c4ccco4)CC3)ccc21	-2	-5	11	x	9	-0.7	7	x	-2
23	COc1ccc(OC)c(/C=C/C(=O)Oc2ccc(C(C)=O)cc2)c1	26	-5	-9	5	6	0.7	-34	-6	0
24	CCCOc1cccc(C(=O)N(Cc2ccccc2)C2CCS(=O)(=O)C2)c1 (configuration not stated)	9	-7	3	5	7	-0.4	10	6	-3
25	O=C(Nc1ncccc1O)c1ccc(S(=O)(=O)N2CCCC2)cc1	-6	4	-8	4	22	0.8	8	-3	1
26	COc1ccc(C(=O)NN2CC(O)=C(c3nc4ccccc4n3C)C2=N)cc1OC	-1	0	17	-5	13	0.0	6	-1	-2
27	CCc1ccccc1NC(=O)C/C(C)=N/NC(=O)COc1ccccc1C	8	6	11	0	-1	2.6	-11	3	-3
28	COc1ccc([N+](=O)[O-])cc1NC(=O)COC(=O)c1ccccc1C(=O)c1ccccc1	-11	0	16	-6	24	-1.1	-3	9	0
29	COc1ccc(NC(=O)CSc2nnc(CNC(=O)c3ccco3)n2-c2ccccc2OC)cc1	9	-1	-6	5	-13	-2.7	8	-6	3
30	O=C(O)Cc1ccc(NC(=O)Nc2cccc(Cl)c2)cc1	3	-2	-4	-7	7	-1.4	18	-3	-2
31	Cn1ncc2c(=O)n(/N=C/c3ccccc3)cnc21	7	3	0	-9	-5	3.8	16	2	-1
32	O=C(OCc1nnc(-c2ccccc2)o1)c1cc2ccccc2cc1O	18	4	6	6	-6	-0.5	-16	-2	0
33	COc1ccccc1Cn1c(=O)c2ccccc2n2c(SCC(=O)N3CCCCC3)nnc12	9	-4	19	-13	-5	1.6	22	0	-1
34	Cc1cccc(NC(=S)N2CCC(N(C)CC3CCCO3)CC2)c1 (configuration not stated)	-4	-1	7	-1	12	-0.3	15	0	-3
35	CCOC(=O)C1CCCN(C(=O)CSc2nnc3nc(C)cc(C)n23)C1 (configuration not stated)	9	0	6	-10	9	-0.1	4	-10	-3
36	COCC(=O)Nc1ccc(S(=O)(=O)Nc2ccccn2)cc1	-7	-1	-5	-3	11	-0.4	3	-1	-2
37	O=C(Nc1ccncc1)c1cccc(S(=O)(=O)N2CCc3ccccc32)c1	15	-2	22	0	12	3.8	-45	1	16
38	CCc1nc(SCC(=O)N2CCN(c3ccccc3)CC2)c2oc3ccccc3c2n1	6	5	-4	9	32	-2.0	-3	2	3
39	COCCCNC(=O)/C(C#N)=C1\N=C(NC(=O)c2cccs2)c2ccccc21	29	2	18	-1	-3	0.6	-1	-3	2
40	O=C(CN1C(=O)NC2(CCCCC2)C1=O)Nc1ccc(Cl)c(S(=O)(=O)N2CCOCC2)c1	-8	0	5	2	23	-2.1	6	0	-4
41	O=C1NC(=S)N/C1=C/c1cccc([N+](=O)[O-])c1	-7	0	7	-12	10	0.0	-1	-7	-2
42	CCc1cc2c(CN3CCN(CC)CC3)cc(=O)oc2cc1O	18	2	1	-14	-5	-0.7	-10	-1	-5
43	O/N=C1\CCc2cc(Cl)ccc21	-17	2	3	-5	24	-0.9	7	-1	-4
44	Cc1ccc(/C=N/N2CCCCC2)o1	22	0	5	-10	-10	1.6	10	8	0
45	CC(C)CCn1c(=O)c2ccccc2c2ccccc2c1=O	18	-2	20	5	12	-0.6	-20	-8	-3
46	COc1ccccc1NC(=O)Cc1nnc(SCC(=O)NC2CCCC2)n1C	2	6	8	1	-7	-1.6	3	-4	3
47	Cc1ccc2c(c1C)NC(=O)C2(O)CC(=O)c1ccc2c(c1)OCO2 (configuration not stated)	3	0	-16	-4	12	-1.4	19	0	-3
48	COc1ccc(OC)c(C2CC(=O)c3c([nH]c(C(=O)OC(C)C)c3C)C2)c1 (configuration not stated)	10	21	11	-1	52*	-0.2	-2	3	-3
49	CC1(C)CN(c2ccccc2)N(Cc2ccc(F)cc2)C1=O	16	3	12	1	13	0.6	22	6	-3
50	CC1CC(C)CN(C/C=C/c2ccccc2[N+](=O)[O-])C1 (configuration not stated)	-23	4	10	x	10	1.9	-9	x	-5
51	Fc1ccc(/C=N/N2CCN(Cc3ccccc3)CC2)cc1	17	1	-12	-8	-3	5.2	34	-7	-4
52	CC(C)NC(=O)COC(=O)/C=C/c1ccc(F)cc1	-5	-1	-1	-3	9	0.5	-2	-10	-5
53	S=C(Nc1ccc(Br)cc1Cl)N1CCN(c2ccccn2)CC1	-1	-5	-5	-5	16	-0.9	-2	-7	-2
54	O=C(Nc1ccc2c(c1)OCO2)C1CC(=O)N(c2ccc(F)cc2)C1 (configuration not stated)	-5	1	12	1	15	2.2	28	-1	-2
55	CCOC(=O)c1c(-c2cccs2)csc1NC(=O)CC(C)C	-7	-2	23	18	9	-1.7	6	-11	-1
56	CC(C)(C)NC(=O)CN(Cc1cccs1)C(=O)CNS(=O)(=O)c1ccccc1	8	1	10	-14	13	0.3	10	-3	-2
57	COc1c(C)cc(Br)cc1C(=O)NCc1cccnc1	5	0	-9	-6	1	0.0	3	1	-4
58	CS(=O)(=O)N1CCN(c2ccccc2NC(=O)c2ccc([N+](=O)[O-])o2)CC1	15	1	-2	8	25	6.0	-73	8	-1
59	Cc1cc2oc(C(=O)Nc3cccnc3)c(C)c2cc1C	8	4	-7	0	-9	2.9	16	-1	-3
60	CCC(C)NCC(=O)Nc1ccc(S(N)(=O)=O)cc1 (configuration not stated)	2	-3	10	1	1	-0.7	-2	-1	-1

Continued.
#	SMILES	tim23-1 inh	XBP1 UPR activ	CCR6 antag	EBI2 antag	Mdm2-MdmX inh	CHOP UPR activ	APJ antagonist	CXCR6 block	APJ ag
61	Cc1nnc(SCC(=O)NC(=O)NC(C)C)s1	3	1	-3	-12	23	-0.5	0	-8	0
62	O=C1CN(C(=O)c2ccccc2F)C(c2ccccc2)c2cc(F)ccc2N1 (configuration not stated)	15	-5	0	-3	-58	-0.2	14	-4	1
63	Cc1ccc(S(=O)(=O)NC(N)=NCCc2ccc(Cl)cc2)cc1C	2	-2	4	-11	9	1.5	1	2	-2
64	CC(=O)Nc1ccc(NC(=O)C/C(C)=N/NC(N)=S)cc1	7	-2	-10	0	2	-1.7	18	1	-2
65	CCN1C(=O)c2cccc3c(S(=O)(=O)Nc4ccccc4O)ccc1c23	10	5	7	0	62*	3.5	-11	-2	2
66	O=C(NCc1cccc(Cl)c1)c1ccc(CS(=O)Cc2ccccc2Cl)o1 (configuration not stated)	-4	-8	20	14	12	-1.1	22	1	-3
67	O=C(CCCOc1ccccc1)Nc1ccc(Cl)cn1	6	1	12	-1	42	0.5	4	5	-4
68	O=C(Nc1ccccc1Cl)c1c(F)c(F)c(F)c(F)c1F	17	1	-25	-7	14	-0.2	-10	-19	2
69	CCOc1cc(CNCCc2ccc(S(N)(=O)=O)cc2)ccc1OCc1ccc(Cl)cc1	27	16	2	-5	100*	12	23	19	15
70	COc1ccccc1CNC(=O)Cn1nnc(-c2ccncc2)n1	-12	0	-5	2	-30	-2.1	-4	5	-1
71	COc1ccc(OCc2nc3c4cc(OC)c(OC)cc4nc(=S)n3[nH]2)cc1	-6	4	21	-13	13	3.8	14	7	-2
72	COCCNC(=O)C(c1ccc(O)cc1)N(Cc1ccccc1)C(=O)CCC(=O)Nc1nccs1 (configuration not stated)	11	-1	7	-6	2	1.5	-2	-2	0
73	COc1c([N+](=O)[O-])c(=O)n(-c2ccccc2)c2ccccc12	28	0	17	-14	16	3.6	4	2	2
